Screens deposited in PubChem by Broad Institute.
PGC1a acetyl inh: lowers PGC1a acetylation signal in U2OS cells; AlphaScreen anti-acetyl-lysine; with virally co-expressed GCN5 acetyltransferase; AID 651687; 350,000 tested, 0.17% active; inhibition, % at 15.6 µM;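 active = every replicate shows inhibition of at least 40%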;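 also: 0% = neutral control wells and 100% = positive control wells; some results beyond the cut were filed as inactive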
LGR2 antag: Drosophila LGR2 receptor signaling inhibition. HEK293 LGR2, CRE-luciferase, bursicon-stimulated, 4 h. inhibition, % at 9.99 µM. 380,000 tested, 0.35% active. AID 720647;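 active = drop in luminescence signal, shown as inhibition above about 50% in the replicate tests, limit read from the data, passing the limit was not always enough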;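 also: agonist challenge used bursicon conditioned medium at about half maximal strength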
INS-1E GSIS act: GLuc luminescence reporter in INS-1E cells, primary screen for activators of glucose-dependent secretion of insulin | INS-1E GLuc reporter insulin secretion, 2-3 h | activation, % at 16.6 µM | 370,000 tested, 0.61% active;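 active = lowest replicate activation of at least 40%, so every replicate reaches that level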;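 also: 0% = median of neutral control wells and 100% = median of IBMX positive control wells; some compounds called inactive have numbers as strong as hits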
Cneo AK release: Cryptococcus neoformans lysis via adenylate kinase release; lysis activity, % at 15 µM; 360,000 tested, 0.2% active; C. neoformans lysis, adenylate kinase release luminescence, 4 h; normalised: neutral wells 0, clomiphene wells 100;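 active = mean lysis activity across replicates of at least 80%, whatever share of replicates individually reach that level; inactive = mean lysis activity below 80%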
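Material: C. neoformans cells; Schedule: 4 h static compound exposure, 37 °C, read 1 h post-reagent; Measured by: adenylate kinase release luminescence; Read-out: signal increase indicating cell lysis; Controls: Clomiphene as positive lysis control.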
PglD inh: inhibitors of Campylobacter jejuni PglD acetyltransferase; AID 602405; 360,000 tested, 0.098% active; inhibition, % at 12.5 µM; purified PglD enzyme, DTNB colorimetric CoA detection; in the data active = inhibition above about 16%, passing the limit was not always enough; also: strong numbers were not always called active
ARNT TACC3 PPI: disruptors of human ARNT/TACC3 interaction; Q9Y6A5; AlphaScreen His-ARNT PAS-B/GST-TACC3 binding, luminescence; TACC3 fragment carries E629A point mutation; inhibition, % at 9.99 µM; 390,000 tested, 0.66% active; AID 623870;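 active = mean inhibition of replicates at least 50% and at least half of replicates each reaching 50%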;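 also: 0% = complete ARNT plus TACC3 wells and 100% = ARNT alone without TACC3; many hits fall short of the cut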
PAX8 reporter: inhibitors of PAX8 transcriptional activity in RMG-I cells | RMG-I TPO-luciferase reporter, SteadyGlo, 24 h | 360,000 tested, 1.2% active | AID 652154 | inhibition, % at 12.6 µM;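 active = mean replicate inhibition at least 60% with every replicate also reaching 60%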;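 also: luciferase light reporting Pax8 driven TPO promoter activity; plate controls were median of neutral control wells for no effect and mitoxantrone controls for full effect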
C2C12 statin: suppressors of simvastatin-induced myotoxicity in C2C12 myotubes; 330,000 tested, 0.78% active; rescue of ATP level, % at 7.49 µM; ATP luminescence, 48 h; scaled: DMSO 0, geranylgeraniol control 100;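 active = mean ATP rescue above about 67%, or every replicate alone reaching that limit, limit read from the data, passing the limit was not always enough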;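 also: myotubes were challenged with 10 µM simvastatin during compound exposure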
Starred values were filed as active, the others as inactive; / = no result given.

SMILES	PGC1a acetyl inh	LGR2 antag	INS-1E GSIS act	Cneo AK release	PglD inh	ARNT TACC3 PPI	PAX8 reporter	C2C12 statin
C=CCNC(=S)N1CCN(Cc2ccc3c(c2)OCO3)CC1	10	-3	3	-2	1	-2	-1	3
CCCNC(=O)C[C@H]1CC[C@H]2[C@H](COc3ccc(NC(=O)c4cccc(C(F)(F)F)c4)cc3C(=O)N2C)O1	7	4	14	-4	-1	0	-1	7
CC(=O)N1CCN(C(=O)c2ccc(-c3ccccc3Cl)o2)CC1	/	-43	5	-3	-4	0	-129	0
Cc1noc(C)c1S(=O)(=O)N(C)C[C@@H]1OCCCC[C@@H](C)Oc2ccc(NC(=O)NC3CCCCC3)cc2C(=O)N([C@H](C)CO)C[C@@H]1C	0	-8	-3	-1	-3	-3	10	/
COC(=O)CSc1nnc2c3c4c(sc3nc(-n3nc(C)cc3C)n12)COC(C)(C)C4	11	/	/	-1	6	-3	/	23
C[C@@H]1CN([C@H](C)CO)C(=O)c2cccc(NC(=O)Nc3cccc4ccccc34)c2O[C@@H]1CN(C)Cc1ccc2c(c1)OCO2	1	8	-5	-3	8	30	22	1
O=C(OCC(=O)c1ccccc1Cl)c1cnccn1	-4	-3	0	0	0	-5	8	/
CCOc1cc(/C=N/NC(=O)c2nnn(-c3nonc3N)c2C)ccc1OCc1cccc(F)c1	/	-2	23	11	8	-24	-11	-86
COc1ccc(C#Cc2c(-c3ccc(OC)cc3)oc3ccc(-c4ccc5c(c4)OCO5)cc23)cc1	12	/	/	10	-10	6	17	0
Cc1c(Br)c(C(F)(F)F)nn1CC(=O)N(C)C1CCCCC1	/	1	16	-3	-2	4	4	0
NS(=O)(=O)c1cc2c(cc1Cl)NC(C1C[C@H]3C=C[C@@H]1C3)NS2(=O)=O (stereo not given in full)	-4	24	/	-1	-1	-2	1	14
COc1ccc(NC(=O)CN(C)C(=O)c2cccc(S(=O)(=O)N3CC4(C)CC3CC(C)(C)C4)c2)cc1 (stereo not given)	/	-11	-26	0	1	1	4	-14
C[C@@H]1CCCCO[C@@H](CN(C)S(=O)(=O)c2cccs2)[C@H](C)CN([C@H](C)CO)C(=O)c2cc(NC(=O)Nc3ccc(F)cc3)ccc2O1	1	4	-11	3	-5	-2	31	-44
C[C@@H]1CN([C@H](C)CO)C(=O)c2cc(NS(=O)(=O)c3ccc(F)cc3)ccc2O[C@@H](C)CCCCO[C@@H]1CN(C)C(=O)Cc1ccccc1	-4	1	-26	-15	0	11	43	/
CCOC(=O)c1c(CN(C)C)n(C)c2c(O)c(N=NC(N)=O)c3ccc(Br)cc3c12	-7	-16	7	2	3	3	32	1
CCCNC(=O)N1C[C@H](O)COC[C@H]2O[C@@H](CC(=O)N3CCC(Cc4ccccc4)CC3)CC[C@@H]21	4	-1	-9	2	-3	32	4	-16
Cc1nc2c(C(=O)NCc3ccc4c(c3)OCO4)cnn2c(C)c1Cc1ccc(F)cc1Cl	4	/	/	-2	6	-12	/	4
CCOC(=O)C1CSC(CC(=O)Nc2ccc(OC(F)(F)F)cc2)C(=O)N1 (stereo not given)	-1	/	/	/	/	1	-2	-9
O=C(COC(=O)COc1cccc(C(F)(F)F)c1)NC1CCS(=O)(=O)C1 (stereo not given)	/	11	19	0	-4	-4	6	8
C/C(=N\N1C(=O)CSC1=S)c1ccc(Br)cc1	-4	8	-5	/	/	2	-4	/
COc1ccc(-n2c(=O)cc(N3CCc4ccccc43)[nH]c2=O)cc1	3	16	-2	-2	4	-4	/	4
O=C(Nc1ccc(F)cc1)N[C@@H]1C=C[C@H](CC(=O)N2CCOCC2)O[C@H]1CO	-2	11	-1	0	-2	14	-2	-21
O=C(CSc1nnnn1C1CC2CCC1C2)Nc1ccnc2ccccc12 (stereo not given)	6	/	/	-2	-1	-11	/	/
O=C(c1ccc(-c2nnc(-c3ccccc3)o2)cc1)N1CCCCCC1	-11	/	/	-2	-6	/	-51	/
CN(c1ccccc1)S(=O)(=O)c1ccccc1Br	-6	-7	-10	1	5	-6	17	4
CC(C)NC(=O)Nc1ccc2c(c1)C(=O)N([C@@H](C)CO)C[C@@H](C)[C@H](CN(C)C(=O)c1ccncc1)OCCCC[C@@H](C)O2	4	-9	45	-1	-2	-1	-18	/
CCCC(C(=O)c1ccccc1)n1cncn1 (stereo not given)	-4	/	/	1	10	-2	/	-11
CC(C)(C)C(=O)NC(=S)NNC(=O)c1ccc(Cl)cc1Cl	4	-3	6	0	-3	10	3	-2
CN(C)C(=O)c1ccc(-c2ccccc2[C@H]2[C@@H](C#N)N(C(=O)C3CCC3)[C@@H]2CO)cc1	8	29	43	/	/	/	-6	/
O=C(NCCC(=O)N1CCN(Cc2c(F)cccc2Cl)CC1)c1ccc(Cl)cc1	0	2	-14	/	/	/	19	0
CCCc1cc(NC(=O)CCl)n(-c2ccccc2)n1	/	2	43	-1	6	/	4	9
COCC(=O)N(C)C[C@@H]1Oc2ncc(/C=C/c3ccccc3)cc2C(=O)N([C@H](C)CO)C[C@@H]1C	-5	-16	12	-5	1	-8	/	1
Cc1noc(C)c1NC(=O)N(C)C[C@@H]1Oc2ncc(C#CC(C)C)cc2C(=O)N([C@H](C)CO)C[C@@H]1C	11	-33	8	6	-1	-2	/	12
O=C(O)/C(CC(=O)c1ccc(Cl)cc1)=N/Nc1ccc([N+](=O)[O-])cc1[N+](=O)[O-]	3	8	-17	2	1	23	-10	1
CCOC(=O)N1CCN(S(=O)(=O)c2cc([N+](=O)[O-])c(C)cc2C)CC1	29	-3	10	17	-4	1	-2	11
Clc1cccc(Nc2nc(-c3cccnc3)cs2)c1	-16	-67	14	0	-267	-3	-140	-39
CCOC(=O)c1ccccc1NC(=O)COC(=O)CCC1CCCC1	/	-11	/	-5	2	-36	-3	10
COc1ccccc1C(=O)NCC(=O)OCC(=O)c1ccc2c(c1)-c1ccccc1C2	-4	4	-11	1	0	/	-7	18
O=C(NNC(=O)c1ccccc1[N+](=O)[O-])c1ccco1	/	16	-8	/	/	-2	2	/
Cc1cc(=O)oc2c(CN3CCC(C)CC3)c(O)c(Cl)cc12	1	/	/	0	1	-3	/	0
O=[N+]([O-])c1cccc(-c2cn(-c3ccccc3)c(=S)[nH]2)c1	-8	-2	9	/	/	3	-77	-11
NS(=O)(=O)c1ccc(CCNC(=O)COC(=O)CC(c2ccccc2)c2ccccc2)cc1	2	-12	-1	/	/	/	-12	/
COc1cccc(C(=O)CSc2nc3ccccc3n2CC(=O)N2CCOCC2)c1	5	/	1	0	2	-3	/	-5
COc1ccccc1NC(=O)N[C@@H]1CC[C@@H](CCNS(=O)(=O)c2ccc(Cl)cc2)O[C@H]1CO	-6	-22	4	-1	-2	-3	19	-6
C[C@H]1CN([C@@H](C)CO)C(=O)Cc2cc(NC(=O)Cc3cn(C)c4ccccc34)ccc2O[C@@H]1CN(C)Cc1ccccc1	/	11	-26	-10	1	11	2	49
CCC(=O)N(CCC(c1ccccc1)c1ccco1)Cc1cccs1 (stereo not given)	-19	/	/	-1	4	-20	-9	-6
O=C(COC(=O)c1cccc(O)c1)Nc1nnc(-c2ccccc2)o1	3	-7	-4	-4	-3	60*	-22	0
O=c1cc(CN2CCN(S(=O)(=O)c3ccccc3)CC2)nc2ccc(Cl)cn12	-3	17	/	1	-5	-2	10	6
CCN(CC)S(=O)(=O)c1ccc(N2CC(C(=O)NCCc3ccc(Cl)cc3)CC2=O)cc1 (stereo not given)	7	0	-5	2	-2	8	20	1
Cc1ccc(S(=O)(=O)Nc2ccc3c(c2)C(=O)N([C@H](C)CO)C[C@@H](C)[C@H](CN(C)C)OCCCC[C@H](C)O3)cc1	6	-8	21	3	2	6	0	14

Arranged by molar mass (smallest number first): some entries from above
SMILES	PGC1a acetyl inh	LGR2 antag	INS-1E GSIS act	Cneo AK release	PglD inh	ARNT TACC3 PPI	PAX8 reporter	C2C12 statin
O=C(NNC(=O)c1ccccc1[N+](=O)[O-])c1ccco1	/	16	-8	/	/	-2	2	/
Clc1cccc(Nc2nc(-c3cccnc3)cs2)c1	-16	-67	14	0	-267	-3	-140	-39
Cc1cc(=O)oc2c(CN3CCC(C)CC3)c(O)c(Cl)cc12	1	/	/	0	1	-3	/	0
O=C(COC(=O)c1cccc(O)c1)Nc1nnc(-c2ccccc2)o1	3	-7	-4	-4	-3	60*	-22	0
CCC(=O)N(CCC(c1ccccc1)c1ccco1)Cc1cccs1 (stereo not given)	-19	/	/	-1	4	-20	-9	-6
CCOC(=O)N1CCN(S(=O)(=O)c2cc([N+](=O)[O-])c(C)cc2C)CC1	29	-3	10	17	-4	1	-2	11
O=C(O)/C(CC(=O)c1ccc(Cl)cc1)=N/Nc1ccc([N+](=O)[O-])cc1[N+](=O)[O-]	3	8	-17	2	1	23	-10	1
COc1ccccc1C(=O)NCC(=O)OCC(=O)c1ccc2c(c1)-c1ccccc1C2	-4	4	-11	1	0	/	-7	18
O=c1cc(CN2CCN(S(=O)(=O)c3ccccc3)CC2)nc2ccc(Cl)cn12	-3	17	/	1	-5	-2	10	6
COc1cccc(C(=O)CSc2nc3ccccc3n2CC(=O)N2CCOCC2)c1	5	/	1	0	2	-3	/	-5
NS(=O)(=O)c1ccc(CCNC(=O)COC(=O)CC(c2ccccc2)c2ccccc2)cc1	2	-12	-1	/	/	/	-12	/
CCN(CC)S(=O)(=O)c1ccc(N2CC(C(=O)NCCc3ccc(Cl)cc3)CC2=O)cc1 (stereo not given)	7	0	-5	2	-2	8	20	1
Cc1noc(C)c1NC(=O)N(C)C[C@@H]1Oc2ncc(C#CC(C)C)cc2C(=O)N([C@H](C)CO)C[C@@H]1C	11	-33	8	6	-1	-2	/	12
Cc1ccc(S(=O)(=O)Nc2ccc3c(c2)C(=O)N([C@H](C)CO)C[C@@H](C)[C@H](CN(C)C)OCCCC[C@H](C)O3)cc1	6	-8	21	3	2	6	0	14
C[C@H]1CN([C@@H](C)CO)C(=O)Cc2cc(NC(=O)Cc3cn(C)c4ccccc34)ccc2O[C@@H]1CN(C)Cc1ccccc1	/	11	-26	-10	1	11	2	49

Carrying on:
SMILES	PGC1a acetyl inh	LGR2 antag	INS-1E GSIS act	Cneo AK release	PglD inh	ARNT TACC3 PPI	PAX8 reporter	C2C12 statin
CSCc1cccc(C(=O)OC(C)C(=O)Nc2c(C)n(C)n(-c3ccccc3)c2=O)c1 (stereo not given)	-4	-16	-2	1	-1	-3	-3	7
COc1ccc(N2CC(C)Cn3c2nc2c3c(=O)n(Cc3ccccc3F)c(=O)n2C)c(OC)c1 (stereo not given)	-17	/	/	0	0	-5	18	3
C=CCn1c(SCC(=O)OCc2ccccc2)nc2c1c(=O)n(C)c(=O)n2C	-5	-5	-7	/	/	-1	/	-7
O=C(COC(=O)CNC(=O)c1ccc(Cl)c([N+](=O)[O-])c1)NNC(=O)c1ccccc1F	0	-41	7	1	2	-7	-1	5
CC(C)NC(=O)Nc1ccc2c(c1)C(=O)N([C@H](C)CO)C[C@@H](C)[C@@H](CN(C)Cc1ccc3c(c1)OCO3)OCCCC[C@H](C)O2	6	23	-3	5	-4	13	11	/
CC1=CC(C)=Nc2ccccc2N1	0	/	/	0	0	9	/	-6
CCCN(C(=O)COC(=O)CC1CCCCC1)c1c(N)n(Cc2ccccc2)c(=O)[nH]c1=O	/	5	-1	/	/	-2	-6	/
COC(=O)C1=C(NC(=O)c2ccc(C)c(C)c2)CCS1	15	/	/	-2	2	-1	/	/
C=CCN=C(C)C1=C(O)C(C)OC1=O (stereo not given)	-4	8	21	-1	-2	0	-1	/
